# Screening data as filed in PubChem BioAssay.
# V-ATPase pH – regulators of yeast V-ATPase proton pumping, primary screen, pHLuorin cytosolic pH fluorescence. response, % at 10 µM. S. cerevisiae. AID 504577, 2011. 350,000 tested, 0.37% active; in the data active = response mostly above about 7.3%, no sharp cut-off; inactive = mostly below about 5.4%; also: actives read high; inactives centre near 0; some compounds called inactive have numbers as strong as hits
# DAGLB inh – DAGLB lipase inhibitors, primary screen, biochemical, fluorescence, HTS. Diacylglycerol lipase-beta (Homo sapiens), Q8NCG7. HEK293T DAGLB membrane lysate, EnzChek fluorogenic substrate. inhibition, % at 5.17 µM. 340,000 tested, 0.059% active. AID 504411, 2011; in the data active = inhibition above about 34%;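 also: 0% = enzyme with vehicle and 100% = wells lacking enzyme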
# Target sequence (Q8NCG7 whole entry, looked up): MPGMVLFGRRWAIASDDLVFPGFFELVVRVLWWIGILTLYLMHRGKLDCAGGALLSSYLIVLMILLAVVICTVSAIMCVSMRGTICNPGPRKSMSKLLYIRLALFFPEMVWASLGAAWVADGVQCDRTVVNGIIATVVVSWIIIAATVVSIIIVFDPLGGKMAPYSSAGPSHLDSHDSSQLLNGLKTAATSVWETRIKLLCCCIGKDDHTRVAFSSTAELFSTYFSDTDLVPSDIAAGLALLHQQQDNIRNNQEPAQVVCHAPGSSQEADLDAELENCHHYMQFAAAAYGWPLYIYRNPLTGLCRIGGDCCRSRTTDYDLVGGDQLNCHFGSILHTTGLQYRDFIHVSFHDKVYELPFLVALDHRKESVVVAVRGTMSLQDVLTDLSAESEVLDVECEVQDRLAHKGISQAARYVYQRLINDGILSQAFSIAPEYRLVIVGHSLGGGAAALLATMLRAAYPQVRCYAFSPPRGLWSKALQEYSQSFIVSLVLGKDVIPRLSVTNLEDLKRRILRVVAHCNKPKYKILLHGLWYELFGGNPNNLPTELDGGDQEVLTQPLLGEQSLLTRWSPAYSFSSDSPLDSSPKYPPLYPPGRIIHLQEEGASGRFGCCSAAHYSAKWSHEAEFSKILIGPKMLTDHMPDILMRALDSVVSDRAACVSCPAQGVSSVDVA
# RTF Ca sens inh – cardiac RTF calcium sensitivity inhibitors, primary screen, biochemical, IANBD-TnC fluorescence, EC70 calcium. Troponin I, cardiac muscle (Homo sapiens) + Troponin T, cardiac muscle (Homo sapiens) + …. IANBD-labeled cardiac RTF, Ca2+ fluorescence. inhibition, % at 7.15 µM. 340,000 tested, 0.12% active;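 active = inhibition above the mean inhibition of all tested compounds plus 3 SD, cut at about 17% in these data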;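 also: assay run at fixed EC70 calcium of 1.6 mM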
# NSD2 inh – NSD2 histone methyltransferase inhibitors, primary screen, biochemical, AlphaScreen, single concentration, set 2 | NSD2 peptide methylation, 120 min | 310,000 tested, 0.54% active | AID 743445, 2014 | inhibition, % at 12.5 µM; in the data active = inhibition above about 50%
# Pemphigus Ab inh – inhibitors of pemphigus antibody binding to DSG3, primary screen, biochemical, bead-based, flow cytometry, scFv-GFP | DSG3-coupled beads, scFv-anti-DSG3-GFP binding; active compounds read low | binding (percent of control), % at 10 µM | 310,000 tested, 0.48% active | AID 588358, 2011;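 active = binding more than 3 SD below its plate's average and above zero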;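 also: hits lower antibody fragment binding to DSG3; some compounds called inactive have numbers as strong as hits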
# Arrestin-AP2 inh – inhibitors of beta-arrestin/AP2 binding, primary screen, biochemical, GPCR trafficking, flow cytometry | beta-arrestin 1 C-terminal peptide binding to AP2 beta2-adaptin appendage (human) | FITC-arrestin peptide / GST-AP2 beads; AP2 beta2 appendage carries R879A mutation | inhibition, % at 10 µM | 340,000 tested, 0.31% active | AID 504490, 2011;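 active = inhibition above a set limit, near 3 SD of compounds lacking own fluorescence, cut at about 54% in these data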;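 also: plate controls were DMSO wells for no effect and 5 µM unlabelled arrestin peptide for full effect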
#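 System: GST-AP2 R879A bound to glutathione beads, E. coli-expressed. Also added: 50 nM FITC-arrestin peptide. Schedule: compound with beads 12 min RT, then probe 1 h RT. Signal: bead flow cytometry, FITC channel. Read-out basis: percent response.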
# Keap1-Nrf2 PPI – Keap1-Nrf2 protein-protein interaction inhibitors, primary screen, biochemical, fluorescence polarization, single point | Kelch-like ECH-associated protein 1 (Homo sapiens), Q14145 | Keap1 Kelch-Nrf2 peptide fluorescence polarization, 1536-well | inhibition, % at 9.4 µM | 340,000 tested, 0.15% active; in the data active = inhibition above about 12%;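 also: human Keap1 Kelch domain with fluorescein labeled Nrf2 9mer peptide probe; 0% = neutral control wells and 100% = peptide positive control; higher means more block of Keap1 binding to Nrf2 peptide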
# CAL PDZ FP-1 – untagged CAL PDZ binding inhibitors, primary screen, biochemical, fluorescence polarization, HTS; Golgi-associated PDZ and coiled-coil motif-containing protein (Homo sapiens), Q9HD26; AID 602252, 2012; inhibition, % at 24.9 µM; purified CAL PDZ, TMR-peptide fluorescence polarization, 1 h; 300,000 tested, 0.92% active;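 active = mean inhibition of at least 30% with at least half of replicates also reaching 30%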;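 also: 0% = DMSO neutral control and 100% = excess unlabeled competitor peptide PRC23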
# CAL PDZ FP-2 – CAL PDZ peptide-binding inhibitors, primary screen, biochemical, fluorescence polarization, Cer-tagged CAL PDZ, HTS; Golgi-associated PDZ and coiled-coil motif-containing protein (Homo sapiens), Q9HD26; purified CAL PDZ, TMR-peptide fluorescence polarization, 1 h; inhibition, % at 20 µM; 330,000 tested, 0.02% active; AID 504414, 2011;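 active = highest replicate inhibition of at least 40%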;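 also: plate controls were DMSO neutral control wells for no effect and unlabeled competitor peptide control wells for full effect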
#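 Test system: tagged CAL PDZ domain / Buffer or medium: sodium phosphate/NaCl buffer pH 7.4 with TCEP, IgG, Thesit / Reagent: TMR-labelled reporter peptide T*-PRC34 bound in PDZ groove / Compound dosing: single point, 20 µM / Schedule: 1 h incubation at room temperature before polarization reading / Technique: fluorescence polarization (mP) / Benchmarks: unlabelled peptide, DMSO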
# C-LANA FP – inhibitors of KSHV C-LANA binding to DNA, primary screen, biochemical, fluorescence polarization, FAM-LBS DNA, MBP-C-LANA, single point; inhibition, % at 9 µM; 340,000 tested, 0.078% active; AID 504423, 2011;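 active = highest replicate inhibition at or above 60% at 9 µM, even if other replicates fall short; inactive = all replicates below 60% inhibition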;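 also: 0% = neutral control wells and 100% = 4 µM acridine orange control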
# Starred values were filed as active, the others as inactive; · = not tested or not shown. Not all compounds are listed; rates above refer to the full screens.
# The line under a structure holds: V-ATPase pH, DAGLB inh, RTF Ca sens inh, NSD2 inh, Pemphigus Ab inh, Arrestin-AP2 inh, Keap1-Nrf2 PPI, CAL PDZ FP-1, CAL PDZ FP-2, C-LANA FP
COc1cc(/C=C/C(=O)OCC(=O)Nc2ccc(Cl)cn2)ccc1O
  -4, 0, 4, 8, 99, -1, 0, ·, 1.5, 0.2
COc1ccccc1NC(=O)CSc1sc2c(O)cc(=O)[nH]c2c1C#N
  -2, 5, 0, ·, 94, -18, -1, -4, -2.7, 0.5
COc1ccc(C(=O)CC(=O)C(=O)Nc2ccccc2)cc1
  1, 2, -10, 4, 93, -8, -5, -2, -0.2, -0.1
COc1ccccc1N1CCN(S(=O)(=O)Cc2ccccc2Cl)CC1
  5, -4, -7, -6, 101, 4, 7, 3, -1.6, -1.8
COc1ccc(CCNC(=O)c2cc(-c3cc(C)cc(C)c3O)n[nH]2)cc1OC
  -1, 4, -8, -1, 102, 0, -1, -1, -4.9, 0.2
O=c1c2ccccc2nc2n1CCCS2
  3, -6, -3, 1, 103, 0, -1, -3, -1.6, 0.4
Cc1ccc(C(=O)NCCCNC(=O)COc2ccccc2Cl)cn1
  1, 2, -16, -2, 112, 2, 0, ·, -0.5, 1.3
COC(=O)c1sc(N)c(C(=O)OC)c1COC(=O)CNS(=O)(=O)c1ccc(C)cc1
  0, 0, 0, -2, 102, 21, 2, -3, -0.4, 0.2
Cc1ncc(CO)c2c1OC(C)(C)OC2
  6, -1, 2, -3, 95, 26, 2, -2, -1.2, 0.5
CCCCCCCCN1C(=O)N(C)C(N(O)C(=O)NC)C1(C)C (configuration not stated)
  0, 0, -11, 1, 109, 0, -2, -2, 0.5, -0.6

# Single records, from the list above. Screens in order: V-ATPase pH | DAGLB inh | RTF Ca sens inh | NSD2 inh | Pemphigus Ab inh | Arrestin-AP2 inh | Keap1-Nrf2 PPI | CAL PDZ FP-1 | CAL PDZ FP-2 | C-LANA FP
# Cc1ccc(C(=O)NCCCNC(=O)COc2ccccc2Cl)cn1 as listed: 1 | 2 | -16 | -2 | 112 | 2 | 0 | · | -0.5 | 1.3
# CCCCCCCCN1C(=O)N(C)C(N(O)C(=O)NC)C1(C)C (configuration not stated) as listed: 0 | 0 | -11 | 1 | 109 | 0 | -2 | -2 | 0.5 | -0.6
# O=c1c2ccccc2nc2n1CCCS2 as listed: 3 | -6 | -3 | 1 | 103 | 0 | -1 | -3 | -1.6 | 0.4

# More structures follow:
# The line under a structure holds: V-ATPase pH, DAGLB inh, RTF Ca sens inh, NSD2 inh, Pemphigus Ab inh, Arrestin-AP2 inh, Keap1-Nrf2 PPI, CAL PDZ FP-1, CAL PDZ FP-2, C-LANA FP
COc1ccc2cc(CN(CCc3ccccc3)Cc3nnnn3CC3CCCO3)c(=O)[nH]c2c1 (configuration not stated)
  4, 5, 5, 1, 95, 21, -4, -4, -0.1, -1.1
CC(C)OC(=O)CN1CCN(c2ccc(Cl)cc2)CC1
  -3, -6, 6, -3, 108, 13, -4, -2, -2.1, 0.8
CC[C@H](C)[C@@H](CNC)NC[C@@H](Cc1ccc(O)cc1)NCC(C)(C)C
  -2, 1, -11, ·, 106, 2, -4, 2, -0.3, 1.0
O=C(COC(=O)c1ccc(S(=O)(=O)N2CCCC2)cc1)Nc1cccnc1Cl
  -1, -1, -16, -2, 92, -39, -1, -5, 0.0, -0.3
CC(NS(=O)(=O)c1ccc(Cl)cc1)C(=O)Nc1ccc2c(c1)OCCO2 (configuration not stated)
  -2, 2, 1, 5, 125, -2, -2, ·, -0.7, 1.3
COc1ccc(S(=O)(=O)N2CCC(C(=O)NCCOc3ccccc3F)CC2)cc1OC
  0, -4, -4, 1, 93, 6, -1, ·, -1.1, -0.7
O=C(CCSCc1ccccc1F)NCc1ccc(F)cc1
  1, -5, -4, -5, 92, -16, 2, -9, -0.7, -1.7
CCCC(=O)Nn1cnc2c(c1=O)C1(CCCCC1)Cc1ccccc1-2
  3, -5, 2, -1, ·, -1, 2, 0, -1.6, -1.0
O=S(=O)(c1cccc2ccccc12)N1CCC2CC1c1cc(Cl)ccc12 (configuration not stated)
  -3, -9, 2, ·, 99, 4, -4, -5, -0.3, -0.7
O=C(Nc1ncccn1)C1=C(O)c2ccccc2S(=O)(=O)N1Cc1ccccc1
  5, 0, -11, 0, 105, 3, -2, -3, 0.0, 0.1
O=c1[nH]c2ccc(Cl)cc2c(=O)n1Cc1ccco1
  1, 1, 1, 0, 99, 1, -4, ·, 0.2, 1.1
COc1ccc(CC(=O)Nc2ccc(C)c(S(=O)(=O)N3CCCCCC3)c2)cc1
  4, -2, 1, 0, 96, -4, -8, ·, -0.1, 1.2
COc1ccccc1N(CC(=O)NC1CCCC1)C(=O)C1(C)CC(=O)N=C2C=CC(C)=CN21 (configuration not stated)
  -2, 1, -8, -2, 104, 23, 0, -1, -1.0, -0.6
CCOc1ccc(C(=O)CCNC(Cc2cnc[nH]2)C(=O)O)cc1 (configuration not stated)
  1, 1, -2, -2, 102, -4, -2, -2, -2.5, 0.1
OCCNC(=S)Nc1ccc2c(c1)OCCO2
  -3, -1, -4, -2, ·, 22, 3, -1, -0.5, 0.7
O=C(Nc1ccc(-c2nc3ccccc3o2)cc1)c1ccc2c(c1)OCO2
  -2, -1, -6, -5, 105, 19, -2, -3, -1.4, 1.8
Cc1nc2ccccn2c1C(=O)NN=C1CCN(C)CC1
  -1, -2, -4, 2, 103, -4, -4, ·, -1.1, 1.1
COc1cccc(CNC(=O)C2CCCN(c3ncnc4c3nc3n4CCCCC3)C2)c1 (configuration not stated)
  1, -1, 1, -4, 100, -1, -3, 0, -3.6, 0.1
CC(=O)c1ccc(OCc2cc(C(=O)N(C)Cc3ccon3)no2)cc1
  -1, -2, 2, 0, 101, -16, -1, -8, -2.6, 1.2
COc1ccc(-n2c(C)c(C(C)=O)c3cc(OC(C)=O)ccc32)cc1
  0, 1, 4, 25, 122, 8, -1, 3, -1.3, 0.0
Cc1ccc(-n2c(C)nnc2SCC(=O)N2CCOCC2)cc1
  -3, -2, -19, 4, 112, 16, -1, -3, -3.0, 0.8
Cc1nsc2c1ccc1ccccc12
  0, -2, -4, -2, 97, 36, 1, -1, -1.9, 0.0
COc1ccc(-c2cc(C(=O)NC3CCCCC3)no2)cc1OC
  -4, -2, -10, -6, 100, 19, -2, 2, 0.2, 0.1
CC1CCCCN1CCCNC(=O)c1ccc2c(=O)n(CCc3ccccc3)c(=O)[nH]c2c1 (configuration not stated)
  0, 3, 2, -2, 108, 4, 0, -12, ·, -0.6
Clc1ccc(-c2nnc(CSc3nnc(-c4cccs4)n3Cc3ccccc3)o2)cc1
  2, -1, -8, 2, 97, 7, 0, -2, -1.1, -0.7
CC1(C)CC(NCc2cccc([N+](=O)[O-])c2)CC(C)(C)N1
  3, 0, 0, -2, 93, 4, 1, -6, -0.4, 2.3
Nc1nc(N2C(=O)C3CC=CCC3C2=O)nn1-c1ccccc1 (configuration not stated)
  2, -4, -17, -2, 92, -11, -10, 8, -2.9, -0.2
O=C(Nc1ccccc1Br)C1CC(=O)N(c2ccc3c(c2)OCCO3)C1 (configuration not stated)
  -2, -3, -7, -3, 101, 24, 4, -2, -3.2, 0.9
CCc1c(C)[nH]c2ccc(OC)cc2c1=S
  1, -3, 2, -1, 109, 5, -6, 2, -0.6, 0.9
N#C/C(=C\c1cccnc1)C(=O)Nc1ccc(O)cc1F
  4, -2, -14, -5, 100, -6, -5, -9, -0.5, 1.0
O=C(Cn1ccnc1[N+](=O)[O-])NCc1ccccc1
  -4, 2, 3, ·, 87, 6, -1, -3, -1.3, 0.3
C/C=C/c1ccc(OCC(=O)OCc2csc(CC(=O)Nc3ccccc3C)n2)c(OC)c1
  -1, -1, -7, 0, 110, 5, 1, -2, -1.4, 1.6
O=C1NC[C@H](Cc2ccc(O)cc2)N(CCc2cccc3ccccc23)C1=O
  -1, 2, 1, ·, 107, -2, -3, 2, -0.6, 0.7
O=C1CC(c2cc(-c3ccccc3)no2)C1
  5, -1, -6, ·, 110, 1, -2, -1, -0.3, 1.3
CCC(C)NC(=O)c1cc(Cl)ccc1OC (configuration not stated)
  -2, 0, -7, -1, 111, -6, -8, -3, -0.5, 0.6
COc1ccc(-c2nc3ccccc3c(=O)n2O)cc1
  -2, -1, -10, -4, 109, 31, 2, -1, ·, -4.6
CCCCOC(=O)CSc1nc2c(cc1C#N)C(=O)CC(C)(C)C2
  -1, -6, -6, -1, 105, 9, 0, -8, ·, -0.9
Cc1csc(NC(=O)CSc2nnc(-c3cccnc3)o2)n1
  -1, 0, 1, -2, 94, 3, 4, -2, 0.3, -0.4
COc1ccc2oc(C(=O)OCC(=O)NC3CCS(=O)(=O)C3)c(C)c2c1 (configuration not stated)
  0, -3, ·, 0, 109, ·, ·, ·, ·, ·
CC1(C)CC(=O)C(C=NCC2CCN(C(=O)Nc3ccc(Cl)c(Cl)c3)CC2)=C(O)C1
  0, 1, 3, -1, 107, 21, -3, 0, -0.7, 1.0
CC(C)NC(=O)N(C)C[C@H]1Oc2ccc(NC(=O)Cc3ccccc3)cc2C(=O)N([C@H](C)CO)C[C@@H]1C
  0, 0, -8, ·, 104, -3, -4, -3, 0.6, 0.7
Cc1ccc(-c2cc3nc(C)cc(C)n3n2)cc1
  -2, -3, -17, -5, 97, -2, 0, -3, -1.2, 0.2
c1csc(-c2cnc3ccccc3n2)c1
  1, -2, -4, -3, 96, 9, 1, 11, 0.0, -1.4
Cc1cc(=O)oc2cc(OC(C)C(=O)NC3(C#N)CCCCC3)ccc12 (configuration not stated)
  3, -2, -2, -2, 103, -9, 1, -2, 0.1, 1.9
CC(=NCc1ccco1)C1=C(O)c2ccccc2C1=O
  -1, -3, 9, 4, 102, -3, -2, -3, -1.1, -0.9
Cc1csc(NC(=O)C2CCCN(S(=O)(=O)c3cnc[nH]3)C2)n1 (configuration not stated)
  -3, -2, -6, ·, 108, -2, -3, ·, 0.7, -1.5
Cc1cc(C)cc(N=C2NC(=O)/C(=C/c3cccs3)S2)c1
  3, -2, 9, 5, 104, 12, 0, -6, -4.4, 0.3
Cc1ccc2cc(CN(CCN3CCOCC3)C(=O)NCc3ccccc3)c(=O)[nH]c2c1C
  5, 2, -11, 3, 99, 13, 3, -4, -2.1, -0.6
